Screens as filed in PubChem BioAssay.
TDP1 cell CPT: qHTS for Inhibitors of human tyrosyl-DNA phosphodiesterase 1 (TDP1): qHTS in cells in presence of CPT; chicken DT40 Tdp1-/-;hTDP1 cells + 20 nM CPT, ATP luminescence, 48 h; Potency, µM (highest dose often 46.2 µM), for inactives: top-dose activity change, negative = growth inhibition, usual class: inhibitors; 420,000 tested, 12% active; further: nearly all actives have a fitted effect of over 55% in size
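Chicken DT40 Tdp1-/- cells stably complemented with human TDP1 were seeded at 400 cells/well in medium containing 20 nM camptothecin, exposed to pin-transferred compounds, and grown at 37 °C for at least 48 hr. Viability was read as ATP luminescence.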
GCN5L2 inh: qHTS Assay for Inhibitors of GCN5L2 | AID 504327, 2011 | 390,000 tested, 0.21% active | GCN5L2 HAT assay, ThioGlo1 CoA-SH fluorescence | Potency, µM (series often up to 58.9 µM), without a hit: at the highest dose activity change, negative = inhibition, most hits filed as inhibitors
Target sequence (Q92830 whole entry, looked up): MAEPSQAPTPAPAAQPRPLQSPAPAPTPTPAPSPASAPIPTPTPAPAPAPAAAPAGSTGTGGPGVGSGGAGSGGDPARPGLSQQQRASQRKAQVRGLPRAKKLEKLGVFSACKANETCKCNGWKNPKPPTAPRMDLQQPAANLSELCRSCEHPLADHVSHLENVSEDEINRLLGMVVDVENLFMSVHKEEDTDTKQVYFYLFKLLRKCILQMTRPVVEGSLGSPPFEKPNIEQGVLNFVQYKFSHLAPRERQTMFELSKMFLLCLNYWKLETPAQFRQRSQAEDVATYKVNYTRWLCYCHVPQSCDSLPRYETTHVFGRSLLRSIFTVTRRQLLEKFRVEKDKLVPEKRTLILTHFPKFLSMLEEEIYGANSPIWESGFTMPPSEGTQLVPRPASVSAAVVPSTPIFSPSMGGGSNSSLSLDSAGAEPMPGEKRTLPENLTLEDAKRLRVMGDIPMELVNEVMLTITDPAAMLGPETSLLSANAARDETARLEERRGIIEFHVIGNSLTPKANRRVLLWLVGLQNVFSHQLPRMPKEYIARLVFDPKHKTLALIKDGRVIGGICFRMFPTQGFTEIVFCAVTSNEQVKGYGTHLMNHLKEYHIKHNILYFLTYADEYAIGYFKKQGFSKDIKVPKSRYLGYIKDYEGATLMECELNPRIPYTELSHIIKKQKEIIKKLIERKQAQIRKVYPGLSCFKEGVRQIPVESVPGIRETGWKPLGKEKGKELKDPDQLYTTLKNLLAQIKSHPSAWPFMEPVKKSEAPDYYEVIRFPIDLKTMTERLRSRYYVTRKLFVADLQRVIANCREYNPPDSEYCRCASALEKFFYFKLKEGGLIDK
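ThioGlo1-coupled HAT assay: 20nM GCN5L2, 70uM acetyl-CoA, 75uM H3(1-25) peptide, pH 7.5. Fluorescence read at 340/540nm at start and after 20 min at room temperature.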
FEN1 inh: qHTS Assay for the Inhibitors of Human Flap endonuclease 1 (FEN1); P39748; Recombinant FEN1 flap cleavage, fluorescence, 15 min; Potency, µM (doses to about 114 µM), for the others: at the top dose activity change, negative = inhibition, actives largely listed as inhibitors; 390,000 tested, 0.35% active; AID 588795, 2011; further: nearly all actives have a fitted effect of over 65% in size
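With each library titrated from low to high concentration, compounds met 10 nM FEN1 for 15 min at room temperature before 50 nM substrate was added; readings at 0 and 15 min fed four-parameter Hill curve fits.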
* hit, by the source's call; ? = inconclusive; · = no result given; & = joins results of further samples; [ ] = remark or other dose. The call rests on the fitted dose curve; in most records, active means well fitted curve in the direction sought with a large enough effect; inconclusive means small, poorly fitted or top-dose-only effect, or another doubt; inactive means no such curve, though single readings can be large; an effect the other way counts as inactive or inconclusive. On the % scale 0 is the no-effect control and ±100 the full control effect; potency means the concentration at half of the fitted maximal effect. These rows are one share of the data (hit frequency here may not be typical).

SMILES	TDP1 cell CPT	GCN5L2 inh	FEN1 inh
CCOc1ccc(-c2cn3ccccc3n2)cc1	?	-2%	-4%
O=C(COc1ccc(F)cc1Br)NCCCN1CCCC1=O	-20%	1%	-6%
CC(=O)Nc1ccc(S(=O)(=O)NCCCc2ccccc2)cc1	?	-6%	0%
COc1ccc(-c2nc(CSCC(=O)N3CCN(c4cc(Cl)ccc4C)CC3)c(C)o2)cc1	13µM*	-11%	-24%
c1ccc(CN2CCN(C(c3ccccc3)c3ccccc3)CC2)cc1	?	-11%	8%
CCOCC(=O)Nc1cccc(Br)c1	-16%	1%	-1%
O=C(/C=C/c1ccc(OCCCF)cc1)Nc1ccnc(-c2ccncc2)n1	?	-3%	-1%
CC1CC2(CCCC2)N(C(=O)N(C)C)c2ccc(F)cc21 (configuration not stated)	11%	-3%	-8%
COc1ccc(-n2cc([N+](=O)[O-])c(=O)c3ccc(Cl)cc32)cc1	22%	·	-11%
Cc1cccc(OCCOCCn2c(-c3ccc(Cl)cc3)nc3ccccc3c2=O)c1C	-26%	-3%	-4%
O=CNNC(=O)c1cccc([N+](=O)[O-])c1	8%	1%	8%
c1ccc(-n2c(-c3ccncc3)nnc2-c2cccs2)cc1	-22%	-5%	1%
C[C@H](O)[C@@H]1C(=O)N2CCc3ccc(N4CCOCC4)cc3[C@@H]2C[C@@H]1N(C)C(=O)C(C)(C)C	?	·	-4%
O=C(CC1C(=O)NCCN1Cc1ccc(-c2ccccc2)cc1)NC1CCC1 (configuration not stated)	-28%	0%	-13%
CCCCNC(=S)N(C)/N=C/c1c(C)[nH]c2ccccc12	-6%	1%	-12%
O=C1NC2(CCCCC2)C(=O)N1CCS(=O)(=O)Oc1ccccc1	1%	-8%	0%
CCCCn1c(N)c(N(CCOC)C(=O)c2oc3ccc(OCC)cc3c2C)c(=O)[nH]c1=O	0%	0%	-1%
Cn1c(SCc2ccc3c(c2)OCO3)nnc1-c1ccccc1	-7%	2%	?
CCOc1cc(C(=O)NC2CCCCCCC2)cc(OCC)c1OCC	-15%	·	-4%
Cc1ccc(-c2n[nH]c(=O)c3ccccc23)cc1N	?	3%	6%
Cc1cc(NC(=O)NCc2ccco2)ccc1NC(=O)NCc1ccco1	3%	·	-3%
Cn1c(-c2ccc3c(c2)OCO3)c(C(=O)O)c(=O)c2ccccc21	10%	-8%	-9%
Cc1ccc(S(=O)(=O)c2cnc(-c3ccccc3)nc2N2CCCCC2)cc1	?	-10%	-4%
O=C(Nc1ccccc1-c1ccccc1)NC1CCN(C(=O)N2CCOCC2)CC1	0%	-2%	9%
COc1ccc(-n2c(SC(C)C(=O)N3CCOCC3)nc3ccccc3c2=O)cc1 (configuration not stated)	-9%	-20%	-3%
O=C(Cc1ccccc1)NCCN1CCCC1	-19%	-16%	-8%
CCOc1ccccc1NC(=O)CN(c1ccc(OC)cc1)S(=O)(=O)c1c(C)[nH]c(=O)[nH]c1=O	-3%	-3%	-13%
CCOC(=O)C1=C(C)Nc2ccc(C)cc2S1	?	-17%	-20%
O=C1CC(C2CCCO2)C(=O)N1Cc1ccccc1 (configuration not stated)	-10%	-4%	0%
CC(C)c1cccc(C(C)C)c1NC(=O)COC(=O)c1ccc(OCC(=O)Nc2cccc(C(F)(F)F)c2)cc1	?	-7%	-6%
O=C(COc1ccccc1)Nc1ccc(S(=O)(=O)Nc2ccccn2)cc1	?	-4%	2%
CC(C)CC(c1nnnn1Cc1cccs1)N1CCN(c2nc3ccccc3s2)CC1 (configuration not stated)	?	-13%	-14%
Cc1ccc2nnc(Cl)n2n1	-4%	-1%	38%[activator]
CCN(CC)S(=O)(=O)c1ccc(OC)c(NC(=O)CSc2cc(C)ccc2C)c1	?	-5%	-4%
COCCn1c(=O)c(-c2ccc(OC)cc2)nc2cnc(Oc3cccc(Cl)c3)nc21	4%	?	·
Cc1nn(-c2ccccc2)c(N)c1C1(O)C(=O)N(C(C)C)c2ccccc21 (configuration not stated)	6.5µM*	-4%	-24%
Nc1nc(OCc2ccccc2)c2[nH]cnc2n1	-16%	5%	-3%
CCOC(=O)c1nc(Nc2ccc(C(C)=O)cc2)c2ccccc2n1	16µM*	-18%&-14%	-9%&-16%
CSc1nc2ccc(NC(=O)c3c(F)cccc3F)cc2s1	?	-1%	-9%
COc1ccc(NC(=S)NCc2ccc(S(N)(=O)=O)cc2)cc1OC	-5%	-5%	-4%
Cc1cccc(Oc2nc(-c3ccncc3)nc3ccccc23)c1	?	-10%	-3%
CC[C@]12c3[nH]c4ccccc4c3CCN1C(=O)C(CC(=O)NCCN1CCOCC1)C[C@@H]2C(=O)N1CCN(C(=O)C2CC2)CC1 (some centres not stated)	3%	0%	-5%
COc1ccc(C2c3ccc(O)cc3Oc3ncn(Cc4ccco4)c(=N)c32)cc1OC (configuration not stated)	?	-5%	-18%
CCCNC(=O)NC(=O)COC(=O)c1oc2ccc(OCC)cc2c1C	-16%	-5%	-3%
O=C(C1=C(c2ccccc2)C(=O)c2ccccc2C1=O)c1ccccc1	2.1µM*	-6%	?
COc1cccc(OC)c1C(=O)Nc1ccc(S(=O)(=O)N2CCCCC2)cc1	-2%	-7%	-6%
CC1CCN(S(=O)(=O)c2ccc3nc(-c4cccnc4)cc(C(=O)NCCCOC(C)C)c3c2)CC1	4%	2%	4%
CCn1c(O)c(C=NC2CCCC2)sc1=S	-4%	-11%	10%
COc1ccc(CNCc2c(C(=O)O)c(C)n(Cc3ccccc3C)c2C)c(OC)c1	?	-2%	3%
Cc1occc1-c1nc(-c2ccccn2)no1	-22%	-6%	6%
Cc1ccc(CNC(=O)c2cc(-c3ccccc3)n(Cc3cc(C)no3)n2)cc1	21µM*	-6%	-7%
O=c1cc(-c2ccccc2Cl)oc2c(NS(=O)(=O)c3cc(Cl)cc(Cl)c3O)ccc(O)c12	9.2µM*	32µM*	-36%
COC(=O)CC1C(=O)NCCN1C(=O)CSc1nnnn1-c1ccc(OC)cc1 (configuration not stated)	3%	-2%	0%
Cc1cccc(OCC(=O)O/N=C(\N)c2ccncc2)c1	3%	-2%	-17%
O=C(CSc1ncc(C(F)(F)F)cc1Cl)N1CCN(S(=O)(=O)c2ccc3ccccc3c2)CC1	?	-5%	-13%
O=C(Nc1ccccc1F)c1ccccc1C(=O)Nc1ccccc1F	0%	·	-5%
Cc1cc(C)cc(C(=O)NCC(=O)OCC(=O)NC2CCCc3ccccc32)c1 (configuration not stated)	5%	-6%	-9%
CC(C)N(C(=S)NCc1ccccc1)c1ccccc1	-1%	-6%	0%
Oc1[nH]c2ccccc2c1N=Nc1ccccc1F	-16%	-6%	-6%
Cc1cccc(NC(=O)c2ccc(NS(=O)(=O)c3c(C)noc3C)cc2)c1	-7%	-10%	-3%

Complete entries as entered above:
Cc1cccc(NC(=O)c2ccc(NS(=O)(=O)c3c(C)noc3C)cc2)c1 is listed with TDP1 cell CPT = -7%; GCN5L2 inh = -10%; FEN1 inh = -3%
Oc1[nH]c2ccccc2c1N=Nc1ccccc1F is listed with TDP1 cell CPT = -16%; GCN5L2 inh = -6%; FEN1 inh = -6%

Shown as comma-separated lines: entries from further up.
SMILES,TDP1 cell CPT,GCN5L2 inh,FEN1 inh
CC1CCN(S(=O)(=O)c2ccc3nc(-c4cccnc4)cc(C(=O)NCCCOC(C)C)c3c2)CC1,4%,2%,4%
CCn1c(O)c(C=NC2CCCC2)sc1=S,-4%,-11%,10%
COc1ccc(CNCc2c(C(=O)O)c(C)n(Cc3ccccc3C)c2C)c(OC)c1,?,-2%,3%
Cc1occc1-c1nc(-c2ccccn2)no1,-22%,-6%,6%
Cc1ccc(CNC(=O)c2cc(-c3ccccc3)n(Cc3cc(C)no3)n2)cc1,21µM*,-6%,-7%
O=c1cc(-c2ccccc2Cl)oc2c(NS(=O)(=O)c3cc(Cl)cc(Cl)c3O)ccc(O)c12,9.2µM*,32µM*,-36%
COC(=O)CC1C(=O)NCCN1C(=O)CSc1nnnn1-c1ccc(OC)cc1 (configuration not stated),3%,-2%,0%
Cc1cccc(OCC(=O)O/N=C(\N)c2ccncc2)c1,3%,-2%,-17%
O=C(CSc1ncc(C(F)(F)F)cc1Cl)N1CCN(S(=O)(=O)c2ccc3ccccc3c2)CC1,?,-5%,-13%
O=C(Nc1ccccc1F)c1ccccc1C(=O)Nc1ccccc1F,0%,·,-5%
Cc1cc(C)cc(C(=O)NCC(=O)OCC(=O)NC2CCCc3ccccc32)c1 (configuration not stated),5%,-6%,-9%
CC(C)N(C(=S)NCc1ccccc1)c1ccccc1,-1%,-6%,0%
Oc1[nH]c2ccccc2c1N=Nc1ccccc1F,-16%,-6%,-6%
Cc1cccc(NC(=O)c2ccc(NS(=O)(=O)c3c(C)noc3C)cc2)c1,-7%,-10%,-3%

The results go on:
SMILES	TDP1 cell CPT	GCN5L2 inh	FEN1 inh
O=C(CCCc1c[nH]c2ccccc12)N[C@@H](Cc1c[nH]c2ccccc12)C(=O)O	-13%	-2%	11%
COc1ccccc1C(CC(=O)Nc1ccccc1C)c1ccc(OC(C)C)cc1 (configuration not stated)	?	-8%	-11%
CCO[C@H]1OC(C(=O)NCc2nc3ccccc3[nH]2)=C[C@@H](c2csc3ccccc23)[C@@H]1CCCO	?	-13%	-17%
CSc1cccc(NC(=O)CC(c2cccs2)N2Cc3ccccc3C2=O)c1 (configuration not stated)	16µM*	-7%	0%
O=C(CNC(=O)c1ccccc1Br)N/N=C/c1ccccc1O	?	-3%	9%
COc1ccccc1C1=NOC(Cn2c(NCCOCCO)nc3c2c(=O)n(C)c(=O)n3C)C1 (configuration not stated)	?	-5%	2%
CC(C)C(O)(C#CCN1CCCCC1)c1ccccc1 (configuration not stated)	-5%	0%	-15%
O=C1CCCc2cc(S(=O)(=O)NCC3CCC(C(=O)NCc4ccccc4Cl)CC3)ccc2N1 (configuration not stated)	?	-18%	-8%
COc1cccc(C2c3c(oc4cc(C)cc(C)c4c3=O)C(=O)N2CCc2ccc(OC)c(OC)c2)c1 (configuration not stated)	-31%	-3%	11%
CN1CCN(C(=O)C(N)Cc2ccccc2)CC1 (configuration not stated)	7%	-2%	3%
Cc1noc(C)c1CS(=O)(=O)c1ccc(Br)cc1	1%	38%[activator]	1%
O=C(CN1C(=O)NC2(CCc3ccccc3C2)C1=O)NCc1ccco1 (configuration not stated)	3%	-1%	-8%
COc1cc(/C=C/C(=O)OCC(=O)Nc2ccccc2Sc2ccc(Cl)cc2)ccc1O	?	-6%	-10%
COCCCNc1ncnc2ccc(C)cc12	16µM*	0%	7%
COCCCn1c(=O)/c(=C\c2cccc(OC)c2OC)s/c1=C(/C#N)C(=O)Nc1ccc(C(=O)O)cc1	?	3%	?
Cc1ccc(S(=O)(=O)N2CCC(=O)N([C@H](COCc3ccccc3)Cc3ccccc3)CC2)cc1	?	5%	·
COc1ccccc1Nc1nc(C)nc2c1oc1ccccc12	15µM*	-8%	?
COCc1c(C#N)c(NCCc2ccc(F)cc2)nc(C)c1[N+](=O)[O-]	7%	-7%	-12%
CCc1ccc(OCCNC(=O)c2ccccc2SCc2ccc(F)cc2)cc1	?	-19%	2%
CN(C)S(=O)(=O)c1cccc(C(=O)NCC2(N3CCOCC3)CCCCC2)c1	-14%	-6%	-3%
CCOC(=O)c1cc(NC(=O)CCC(=O)O)ccc1N1CCCCC1	-17%	-1%	20%
CCOC(=O)c1ccc(NS(=O)(=O)c2ccc3[nH]c4c(c3c2)CCCCC4)cc1	·	7%	-3%
O=c1cc(-c2ccc(O)c(O)c2)oc2cc(O)c(C3OC(CO)C(O)C(O)C3O)c(O)c12 (configuration not stated)	3%	-4%	?
CCC(CO)Oc1cc(NCc2ccccc2OC)c2ncn(C(C)C)c2c1 (configuration not stated)	?	-11%	?
Cc1ccc(C(NC(=O)N2CCOCC2)C(Cl)(Cl)Cl)cc1F (configuration not stated)	?	0%	-7%
Cc1cc(Cl)ccc1OCCCC(=O)NCc1ccncc1	?	-5%	-4%
N#Cc1cc([N+](=O)[O-])ccc1NC(=O)COC(=O)CN1C(=O)C2CCCCC2C1=O (configuration not stated)	?	-3%	1%
CCCCCCCCCCCCCCCC(=O)N[C@@H](COP(=O)(O)O)C(=O)O	-7%[4.12 µM]	1.6µM*	·
CN(CC(=O)Nc1ccccc1Cl)C(=O)c1cc2c(s1)CCCCC2	?	·	-3%
COc1ccc(NC(=O)Cn2nnc(C(N)=O)c2N)c(OC)c1	-4%	2%	-5%
COc1ccc(F)cc1C1=CC(=O)C[C@H](c2ccc3c(c2)OCO3)C1	9.2µM*	4%	-16%
O=C(NCC(c1cccs1)N1CCOCC1)c1ccco1 (configuration not stated)	-15%	-17%	-9%
Cc1nc2ccc(S(=O)(=O)NC(C(=O)NC3CCCC3)C(C)C)cc2s1 (configuration not stated)	16%	1%	15%
Cc1ccc(S(=O)(=O)c2[nH]c(-c3ccccc3)nc2SCC(N)=O)cc1	4%	-6%	2%
COc1cccc(CCNC(=O)C2CCC(=O)N(C3CC3)C2)c1OC (configuration not stated)	-5%	-22%	8%
c1ccc(-c2cn3c(n2)-c2ccccc2C3)cc1	?	4%	0%
